PKA-R2B act – activates the human PKA-R2B holoenzyme complex; P22694+P31323; PKA-R2B holoenzyme dissociation, Cy5-IP20 fluorescence polarization; R2B truncated from residue 108, S112A mutant; 0% DMSO only, 100% 113 µM cGMP; activation, % at 11.4 µM; hit rate 0.079% among 340,000;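 active = activation above a cutoff set at the mean over all compounds plus 3 SD, cut at about 18% in these data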;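 note: higher means more holoenzyme dissociation and a rise in polarization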
Target sequence (P31323 whole entry, looked up, other chains not shown, the tested form may be a part): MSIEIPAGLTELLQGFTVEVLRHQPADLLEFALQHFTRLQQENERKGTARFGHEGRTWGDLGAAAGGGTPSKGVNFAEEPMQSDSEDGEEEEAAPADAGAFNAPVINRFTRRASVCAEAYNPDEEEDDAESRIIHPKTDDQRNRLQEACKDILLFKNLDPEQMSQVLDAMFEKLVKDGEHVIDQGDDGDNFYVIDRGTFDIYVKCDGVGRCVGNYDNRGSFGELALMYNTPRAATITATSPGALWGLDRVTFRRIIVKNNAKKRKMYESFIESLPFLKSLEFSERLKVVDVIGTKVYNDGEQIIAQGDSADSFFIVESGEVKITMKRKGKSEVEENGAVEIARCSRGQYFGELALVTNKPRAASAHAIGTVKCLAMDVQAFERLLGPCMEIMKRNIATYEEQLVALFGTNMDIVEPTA
DAGLB inhibitor – diacylglycerol lipase beta (human) inhibition; Q8NCG7; hit rate 0.059% among 340,000; HEK293T DAGLB membrane lysate, EnzChek fluorogenic substrate; AID 504411; inhibition, % at 5.17 µM; in the data active = inhibition above about 34%;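 note: 0% = enzyme with vehicle and 100% = wells lacking enzyme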
The depositor's hits bear a star.

Start of the listing, in advance (21 entries):
SMILES	PKA-R2B act	DAGLB inhibitor
C[C@@H]1CN([C@@H](C)CO)C(=O)CCCn2nncc2CO[C@@H]1CN(C)C(=O)Oc1ccc2ccccc2c1	7	-1
FC(F)(F)c1cccc(NC2=NCCS2)c1	4	-6
O=C(CCN1CC=C(c2ccccc2)CC1)NCc1ccccc1	-2	-2
CCc1cc2c(cc1-c1csc(C/C(N)=N/O)n1)C(C)(C)CCC2(C)C	0	-2
O=C(NCC1=C(c2ccc3ccccc3c2)C[C@@H]2CC[C@H]1N2Cc1ccco1)c1cccnc1	2	4
COC(=O)C1=C(c2ccc(OCc3ccccc3)cc2)C[C@@H]2CC[C@H]1N2C	5	1
O=c1c2ccccc2[nH]c(=S)n1-c1cccc(Cl)c1	-5	-1
Cc1ccccc1C(=O)N1Cc2ccccc2-n2nncc2C1	4	2
Cc1ncoc1C(=O)NCC1=C(c2ccc3ccccc3c2)C[C@@H]2CC[C@H]1N2Cc1ccco1	-5	-1
CCOC(=O)c1cccc(C2=C(CNC(=O)c3ccc([N+](=O)[O-])cc3)[C@H]3CC[C@@H](C2)N3Cc2ccccc2)c1	-2	-2
COc1ccc(C(=O)CC(c2ccc(OC)c(OC)c2)c2c(O)c3ccccc3oc2=O)cc1OC (configuration not stated)	-8	-5
CS(=O)(=O)c1ccc(C2=C(CNC(=O)c3ccc([N+](=O)[O-])cc3)[C@H]3CC[C@@H](C2)N3CCOc2ccccc2)cc1	15	-3
C[C@H](CO)N1C[C@H](C)[C@@H](CN(C)C(=O)Oc2ccc3ccccc3c2)OCc2cn(nn2)CCCC1=O	-4	-3
Cc1ccc(OC(=O)N(C)C[C@@H]2OCc3cnnn3CCCC(=O)N([C@H](C)CO)C[C@@H]2C)cc1	-5	1
Fc1ccccc1CN1Cc2ccccc2-n2nncc2C1	2	1
CS(=O)(=O)c1ccc(C2=C(CNC(=O)c3cccnc3)[C@H]3CC[C@@H](C2)N3Cc2ccccc2)cc1	-6	-2
O=C(O)C(O)(c1ccc(Cl)cc1)C1(O)CCCC1 (configuration not stated)	0	0
O=c1c2ccccc2[nH]c(=S)n1-c1cccc(C(F)(F)F)c1	-6	1
CC(Cc1ccc(O)cc1)NCC(O)c1ccc(O)c(O)c1 (configuration not stated)	-6	6
C[C@@H]1CN([C@H](C)CO)C(=O)CCCn2nncc2CO[C@H]1CN(C)C(=O)Oc1ccc2ccccc2c1	6	6
COC(=O)C1=C(c2ccc(OCc3ccccc3)cc2)C[C@@H]2CC[C@H]1N2C(=O)NCc1ccc(F)cc1	-5	-9

Main list, from the first entry:
SMILES	PKA-R2B act	DAGLB inhibitor
C[C@@H]1CN([C@@H](C)CO)C(=O)CCCn2nncc2CO[C@@H]1CN(C)C(=O)Oc1ccc2ccccc2c1	7	-1
FC(F)(F)c1cccc(NC2=NCCS2)c1	4	-6
O=C(CCN1CC=C(c2ccccc2)CC1)NCc1ccccc1	-2	-2
CCc1cc2c(cc1-c1csc(C/C(N)=N/O)n1)C(C)(C)CCC2(C)C	0	-2
O=C(NCC1=C(c2ccc3ccccc3c2)C[C@@H]2CC[C@H]1N2Cc1ccco1)c1cccnc1	2	4
COC(=O)C1=C(c2ccc(OCc3ccccc3)cc2)C[C@@H]2CC[C@H]1N2C	5	1
O=c1c2ccccc2[nH]c(=S)n1-c1cccc(Cl)c1	-5	-1
Cc1ccccc1C(=O)N1Cc2ccccc2-n2nncc2C1	4	2
Cc1ncoc1C(=O)NCC1=C(c2ccc3ccccc3c2)C[C@@H]2CC[C@H]1N2Cc1ccco1	-5	-1
CCOC(=O)c1cccc(C2=C(CNC(=O)c3ccc([N+](=O)[O-])cc3)[C@H]3CC[C@@H](C2)N3Cc2ccccc2)c1	-2	-2
COc1ccc(C(=O)CC(c2ccc(OC)c(OC)c2)c2c(O)c3ccccc3oc2=O)cc1OC (configuration not stated)	-8	-5
CS(=O)(=O)c1ccc(C2=C(CNC(=O)c3ccc([N+](=O)[O-])cc3)[C@H]3CC[C@@H](C2)N3CCOc2ccccc2)cc1	15	-3
C[C@H](CO)N1C[C@H](C)[C@@H](CN(C)C(=O)Oc2ccc3ccccc3c2)OCc2cn(nn2)CCCC1=O	-4	-3
Cc1ccc(OC(=O)N(C)C[C@@H]2OCc3cnnn3CCCC(=O)N([C@H](C)CO)C[C@@H]2C)cc1	-5	1
Fc1ccccc1CN1Cc2ccccc2-n2nncc2C1	2	1
CS(=O)(=O)c1ccc(C2=C(CNC(=O)c3cccnc3)[C@H]3CC[C@@H](C2)N3Cc2ccccc2)cc1	-6	-2
O=C(O)C(O)(c1ccc(Cl)cc1)C1(O)CCCC1 (configuration not stated)	0	0
O=c1c2ccccc2[nH]c(=S)n1-c1cccc(C(F)(F)F)c1	-6	1
CC(Cc1ccc(O)cc1)NCC(O)c1ccc(O)c(O)c1 (configuration not stated)	-6	6
C[C@@H]1CN([C@H](C)CO)C(=O)CCCn2nncc2CO[C@H]1CN(C)C(=O)Oc1ccc2ccccc2c1	6	6
COC(=O)C1=C(c2ccc(OCc3ccccc3)cc2)C[C@@H]2CC[C@H]1N2C(=O)NCc1ccc(F)cc1	-5	-9
O=C(NC(=S)N1CC1)c1ccccc1	1	-2
O=C(Cc1cccs1)N1Cc2ccccc2-n2nncc2C1	6	3
COc1ccc(OC(=O)N(C)C[C@@H]2OCc3cnnn3CCCC(=O)N([C@H](C)CO)C[C@H]2C)cc1	7	7
O=C(c1cccs1)N1CCC(C(=O)O)(c2ccccc2)CC1	5	0
Later entries:
SMILES	PKA-R2B act	DAGLB inhibitor
COc1ccc(C(CC(C)=O)c2c(O)c3ccccc3oc2=O)cc1OC (configuration not stated)	-6	0
CCCOc1ccccc1OCC(=O)N1CCN(CC(=O)N2CCOCC2)CC1	-4	-2
O=C(c1cccnc1)N1Cc2ccccc2-n2nncc2C1	-6	2
CS(=O)(=O)c1ccc(C2=C(CNC(=O)c3ccncc3)[C@H]3CC[C@@H](C2)N3CCOc2ccccc2)cc1	-9	1
c1ccc2[nH]c(CCN3CCCCC3)nc2c1	-4	-3
CN(C)C1CCc2[nH]c3c(F)cc(F)cc3c2C1 (configuration not stated)	-3	1
C[C@]12CC[C@H](O)C[C@@H]1CC[C@H]1[C@H]3CCC(=O)[C@@]3(C)CC[C@@H]12	-6	-2
CCOC(=O)c1cccc(C2=C(CNC(=O)c3ccncc3)[C@H]3CC[C@@H](C2)N3Cc2ccccc2)c1	-7	-2
COc1cccc(C)c1NC1=NCCO1	-11	-4
C[C@@H]1CN([C@@H](C)CO)C(=O)CCCn2nncc2CO[C@@H]1CN(C)C(=O)Oc1cccc2ccccc12	4	-4
CS(=O)(=O)c1ccc(C2=C(CNC(=O)c3nccs3)[C@H]3CC[C@@H](C2)N3Cc2ccco2)cc1	-2	0
COc1ccc(CN2CCN(C(=O)Cc3ccccc3)CC2)cc1OC	-1	0
Cc1ccc(OC(=O)N(C)C[C@@H]2OCc3cnnn3CCCC(=O)N([C@@H](C)CO)C[C@@H]2C)cc1	5	1
CCOC(=O)CNC(=O)N1Cc2ccccc2-n2nncc2C1	-2	-3
c1cc2c(c(NC3=NCCCS3)c1)CCCC2	4	2
O=C(c1cc(Cl)cc(Cl)c1)N1Cc2ccccc2-n2nncc2C1	0	-1
CCOC(=O)c1cccc(C2=C(CNC(=O)c3nccs3)[C@H]3CC[C@@H](C2)N3Cc2ccccc2)c1	-10	-4
COc1ccc(C(SCC(NC(=O)OCc2ccccc2)C(=O)O)c2ccc(OC)cc2)cc1 (configuration not stated)	13	-2
COC(=O)C12CCc3cc(OC)ccc3C1=CC(=O)C2 (configuration not stated)	-8	-1
COC(=O)C1=C(c2ccccc2OCc2ccccc2)C[C@@H]2CC[C@H]1N2C	-2	2

An excerpt; the hit share may differ from the screen's.
